Bioassay records from PubChem.
SRC3 inh – inhibits human SRC3 coactivator; HEK293 GAL4-SRC3 luciferase reporter, luminescence; inhibition, % at 3.6 µM; 360,000 compounds, 0.17% hits; AID 588352;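 active means inhibition above a per-campaign cutoff, the mean of all compounds plus 3 SD, cut at about 60% in these data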;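 further: 0% = DMSO-treated cells and 100% = gossypol-treated cells at 36 µM; higher means less SRC3-driven luciferase light from the GAL4 reporter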
NR2F2 inh – NR2F2 (human) inhibition, primary screen. P24468. HEK293T NGFI-A luciferase reporter, luminescence. inhibition, % at 8.6 µM. 370,000 compounds, 0.7% hits;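 active means inhibition above a per-plate cutoff, mean inhibition of test wells between control levels plus 3 SD, cut at about 38% in these data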;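 further: cells cotransfected with COUP-TFII expression vector driving the NGFI-A reporter; 0% = median of COUP-TF2 test wells and 100% = reporter-only cells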
SRC1 inh – inhibits human SRC1 coactivator; HEK293 GAL4-SRC1 luciferase reporter, luminescence; inhibition, % at 3.6 µM; 360,000 compounds, 0.12% hits; AID 588354;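 active means inhibition above the campaign mean plus 3 SD, with each screening campaign given its own cutoff, cut at about 60% in these data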;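 further: 0% = DMSO treated cells and 100% = gossypol at 36 µM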
Vif inh – blocks HIV Vif function | inhibition, % at 7.49 µM | 340,000 compounds, 0.35% hits | HEK293T cells, Vif self-association by quenched fluorescence, imaging, 24 h; in the data active means inhibition above about 50%, passing the limit was not always enough; inconclusive means no clear call, values can overlap the other calls; inactive means below about 31%; further: some results filed as inactive read as strong as hits
LMP1 NFkB inh – inhibitors of Epstein-Barr LMP1-induced NF-kappaB reporter | LMP1-induced NF-kappaB luciferase reporter cells, luminescence | inhibition, % at 12.5 µM | 350,000 compounds, 0.69% hits | AID 504558; in the data active means inhibition above about 41%; inconclusive means no clear call, values can overlap the other calls;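 further: 0% = neutral control wells and 100% = reference inhibitor control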
NCOA2 inhibitor – human SRC2 (NCOA2) inhibition | 370,000 compounds, 0.17% hits | HEK293 GAL4-SRC2 luciferase reporter, luminescence | AID 651957 | Q15596 | inhibition, % at 9 µM;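 active means inhibition above the mean inhibition of all tested compounds plus 3 SD, set per campaign, cut at about 52% in these data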;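 further: 0% = DMSO treated cells and 100% = cells given Gossypol at 36 µM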
Target sequence (Q15596 whole entry, looked up, the tested form may be a part): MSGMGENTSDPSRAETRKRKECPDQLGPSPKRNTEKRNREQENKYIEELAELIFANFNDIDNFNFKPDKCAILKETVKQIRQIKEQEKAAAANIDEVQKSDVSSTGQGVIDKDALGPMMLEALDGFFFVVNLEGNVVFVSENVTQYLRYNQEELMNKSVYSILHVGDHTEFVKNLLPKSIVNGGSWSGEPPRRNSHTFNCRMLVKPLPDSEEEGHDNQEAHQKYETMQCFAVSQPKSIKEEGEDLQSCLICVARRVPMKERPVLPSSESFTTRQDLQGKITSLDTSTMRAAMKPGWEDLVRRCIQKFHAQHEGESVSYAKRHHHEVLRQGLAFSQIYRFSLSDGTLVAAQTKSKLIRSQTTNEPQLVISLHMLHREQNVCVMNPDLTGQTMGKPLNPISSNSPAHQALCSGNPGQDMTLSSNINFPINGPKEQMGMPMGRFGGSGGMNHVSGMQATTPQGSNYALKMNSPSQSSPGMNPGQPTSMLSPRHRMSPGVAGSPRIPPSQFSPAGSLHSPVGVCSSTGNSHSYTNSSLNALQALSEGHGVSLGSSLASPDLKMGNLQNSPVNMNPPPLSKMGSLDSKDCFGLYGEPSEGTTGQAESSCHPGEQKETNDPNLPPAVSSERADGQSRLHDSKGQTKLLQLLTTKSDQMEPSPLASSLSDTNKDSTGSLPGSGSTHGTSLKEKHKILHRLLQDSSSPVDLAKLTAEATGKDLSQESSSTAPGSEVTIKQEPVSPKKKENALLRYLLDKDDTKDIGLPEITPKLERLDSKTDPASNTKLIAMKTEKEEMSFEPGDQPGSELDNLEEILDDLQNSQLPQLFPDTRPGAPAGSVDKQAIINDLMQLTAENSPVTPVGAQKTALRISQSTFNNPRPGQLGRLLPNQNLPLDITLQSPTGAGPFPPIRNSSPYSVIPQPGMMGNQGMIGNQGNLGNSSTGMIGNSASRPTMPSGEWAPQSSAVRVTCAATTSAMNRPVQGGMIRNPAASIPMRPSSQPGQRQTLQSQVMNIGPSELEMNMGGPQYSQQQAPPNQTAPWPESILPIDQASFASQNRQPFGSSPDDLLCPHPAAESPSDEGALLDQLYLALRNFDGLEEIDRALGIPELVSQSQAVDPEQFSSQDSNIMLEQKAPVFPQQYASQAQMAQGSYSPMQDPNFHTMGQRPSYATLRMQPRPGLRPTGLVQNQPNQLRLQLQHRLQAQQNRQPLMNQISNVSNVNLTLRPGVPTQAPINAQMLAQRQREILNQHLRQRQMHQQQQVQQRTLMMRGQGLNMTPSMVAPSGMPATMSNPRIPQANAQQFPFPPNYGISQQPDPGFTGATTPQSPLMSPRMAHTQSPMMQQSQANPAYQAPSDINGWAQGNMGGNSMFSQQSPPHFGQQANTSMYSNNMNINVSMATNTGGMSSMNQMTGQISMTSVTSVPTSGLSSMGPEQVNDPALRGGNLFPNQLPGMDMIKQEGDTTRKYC
C8 TRAIL sens – sensitizes caspase-8 expressing cells to TRAIL; NB7+C8 cells + TRAIL, ATPlite viability luminescence; inhibition (viability loss, TRAIL sensitization), % at 10 µM; 360,000 compounds, 1% hits;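 active means compounds causing at least 50% loss of cell viability in the single-dose screen, relative to plate controls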
NOD2 RIPK2 PPI – inhibitors of human NOD2-RIPK2 interaction; 360,000 compounds, 0.38% hits; CHO BLA complementation NOD2-RIPK2, CCF4 ratio; O43353; inhibition, % at 4.98 µM; in the data active means inhibition above about 21%;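 further: 0% = vehicle only and 100% = reference blocker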
TROY NFkB inh – blocks TROY-dependent signaling in reporter cells; Q293 LMP1-TROYcd NF-kB luciferase reporter, 4 h; inhibition, % at 10 µM; 360,000 compounds, 0.98% hits; AID 1347056;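 active means compounds whose plate-normalised and pattern-corrected inhibition of the luciferase reporter signal at the single screening dose is 50% or more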
TLR9-MyD88 block – inhibitors of human TLR9-MyD88 binding; CHO BLA complementation TLR9-MyD88, CCF4 FRET ratio; inhibition, % at 4.98 µM; 340,000 compounds, 0.21% hits; AID 504734;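 active means inhibition above the mean over all tested compounds plus 3 SD, cut at about 21% in these data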;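 further: 0% = DMSO only wells and 100% = clavulanate BLA inhibitor control wells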
NR5A2 inv ag – inverse agonists of human LRH-1 (NR5A2); O00482; inhibition, % at 3.6 µM; HEK293T StAR-luciferase reporter, LRH-1 transfected, 24 h; 360,000 compounds, 0.13% hits;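 active means inhibition above the mean inhibition of all tested compounds plus 3 SD, cut at about 73% in these data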;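 further: 0% = DMSO wells and 100% = reporter-only cells lacking LRH-1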
The depositor's hits bear a star; ? = inconclusive; nt = no result given. This is a subset; count on the stated rates, not on these rows.

SMILES	SRC3 inh	NR2F2 inh	SRC1 inh	Vif inh	LMP1 NFkB inh	NCOA2 inhibitor	C8 TRAIL sens	NOD2 RIPK2 PPI	TROY NFkB inh	TLR9-MyD88 block	NR5A2 inv ag
O=C(CN(Cc1ccco1)C(=O)CCC(=O)Nc1ccccn1)NCc1ccccc1	10	-5	9	1	1	-4	-17	1	-2	-2	25
CCC(c1n[nH]c(=S)n1-c1ccccc1)N(C)C (stereo not drawn)	14	9	-13	-1	2	1	10	-5	-19	-1	-10
CCN=c1scc(-c2ccccc2)n1/N=C/c1ccccn1	-148	nt	-32	1	4	nt	89*	14	77*	5	-226
Cc1cccc2cc(COC(=O)c3cccs3)c(=O)[nH]c12	10	10	-10	3	7	-34	-7	6	-24	-16	-6
CC(CN(C(N)=O)c1ccccc1O)C(=O)O (stereo not drawn)	10	6	-9	-13	-2	-19	-19	2	-9	6	10
O=C(O)c1ccc2c(c1)S(=O)(=O)c1cc(Cl)ccc1C2=O	-48	-9	-13	1	-14	-22	-15	-7	-50	-7	-25
Nc1nc(SCC(=O)c2ccc(Oc3ccccc3)cc2)n[nH]1	-11	-31	-5	-3	-13	-9	-4	-8	-31	3	-4
COc1ccc(/C=N/N=C2\SCC(=O)N2c2c(C)n(C)n(-c3ccccc3)c2=O)cc1OC	23	-7	-13	27	0	-4	4	-9	-21	5	-17
COc1cc(CNCc2ccc(OC)cc2OC)cc(OC)c1	-6	-4	0	-9	8	-6	3	4	12	-11	6
Cc1nnc(C)n1/N=C/c1ccc(-c2ccccc2)cc1	-5	9	-4	19	10	-11	-12	2	22	-7	3
CC1(C)C2CCC(C2)C1(C)NC(=O)CNCC1CCCCC1 (stereo not drawn)	14	9	17	18	2	3	6	4	15	-6	-6
CC(C)[C@H](NC(=O)c1ccccc1)C(=O)OCC(=O)N1CCc2ccccc2C1	14	-7	7	-7	5	7	1	1	-13	-12	16
CC(C)C(OC(=O)c1ccco1)C(=O)NC1CCCC1 (stereo not drawn)	-1	-12	-15	-2	-1	13	-7	-16	-14	-3	11
Cc1c(C)n2c(SCC(=O)N3CCOCC3)nnc2[nH]c1=O	-9	6	7	nt	1	0	2	-4	-13	-8	-3
CCN(CC)S(=O)(=O)c1ccc(Cl)c(NC(=O)COC(=O)/C=C/c2ccc(O)c(OC)c2)c1	13	11	-18	?	7	-34	7	-16	-4	4	-16
O=C(NCC(c1cccs1)N1CCOCC1)c1ccc(Cl)c([N+](=O)[O-])c1 (stereo not drawn)	1	-1	-23	9	2	-5	12	-3	-1	-1	13
CCn1c(SCC(=O)NC2CC2)nnc1-c1ccncc1	-3	-2	-2	5	2	-28	-5	13	10	1	8
Cc1cccc(NCCNc2cccc(C)c2)c1	7	-15	-2	8	-9	-31	20	10	-31	8	-8
Cc1cc(C)c(S(=O)(=O)N2CCN(C(=O)C3COc4ccccc4O3)CC2)c(C)c1 (stereo not drawn)	5	8	4	-16	3	0	0	0	5	-6	-2
FC(F)(F)c1nnc2c(Sc3ccccc3)nc3ccccc3n12	-20	-11	-34	-3	-43	-56	15	-3	-24	1	-5
S=C(NCC(c1cccnc1)N1CCOCC1)NC1CCCCC1 (stereo not drawn)	10	3	-7	-3	-10	-18	-1	-12	-7	-5	-5
COc1cc(/C=N/N=C2/C(=O)Nc3ccccc32)ccc1O	-16	4	-33	2	-3	-2	74*	-4	-9	-3	19
C/C(=N\N(C)C)c1ccc(OCCOc2ccc([N+](=O)[O-])cc2)cc1	-10	1	-37	-5	-14	-6	0	5	-19	2	22
COc1cc2c3nnc(-c4ccc(F)cc4)c-3cn(Cc3ccccc3F)c2cc1OC	1	1	5	-3	-10	-10	6	20	-46	20	15
COC(=O)C(NC(C)=O)(Nc1ccc(Br)cn1)C(F)(F)F (stereo not drawn)	7	8	-10	5	4	20	-4	6	-11	1	7

(continued)
SMILES	SRC3 inh	NR2F2 inh	SRC1 inh	Vif inh	LMP1 NFkB inh	NCOA2 inhibitor	C8 TRAIL sens	NOD2 RIPK2 PPI	TROY NFkB inh	TLR9-MyD88 block	NR5A2 inv ag
NS(=O)(=O)c1ccc(NC(=O)CSc2cn[nH]n2)cc1	12	-4	8	10	4	-34	-9	6	8	1	12
O=C(CCN1CCCC1Cc1ccccc1)c1ccc2c(c1)OCCO2 (stereo not drawn)	-1	8	5	22	-2	15	6	17	-1	-1	4
COc1ccc(NC(=O)c2cccc(S(=O)(=O)N3CCc4ccccc43)c2)cn1	4	23	-2	-3	4	24	-3	-11	6	-7	2
COc1cc(CNc2ccc(C(=O)O)cc2)cc(Br)c1OCC(=O)NC(C)(C)C	-19	-7	2	-1	-7	12	-1	-10	3	-4	1
CCOc1ccc2nc(NC(=O)CSc3nc4cccnc4n3C)sc2c1	17	-16	-21	20	19	-34	7	1	7	6	-11
COc1ccc(Nc2ncnc3ccccc23)cc1	-45	-15	-24	-8	-12	-19	6	-8	nt	-4	-102
COc1ccc(CCNC(=O)CSc2nnc(Cc3csc(N)n3)n2C)cc1OC	-40	7	-8	14	0	-32	-4	-3	-11	-1	-4
O=C(O)c1cc(-c2ccco2)nn1-c1ccc(Cl)cc1	-4	-4	-61	-4	0	7	-10	2	3	8	-1
COc1ccc(N(Cc2ccccc2)S(=O)(=O)c2ccc(C)cc2)cc1	16	-11	5	4	-5	-17	-9	-1	-16	nt	18
COC(=O)c1ccc2nc(-c3ccc(OC)c(OC)c3)c(Cc3ccsc3)n2c1	9	-1	13	nt	nt	6	-12	-4	-13	nt	15
COc1cc(NC(=O)Nc2cccc3cccnc23)cc(OC)c1OC	-10	-10	-3	-8	10	-18	1	0	0	5	-19
Cc1ccc(S(=O)(=O)NCCCC(=O)C=[N+]=[N-])cc1	-9	-9	-4	-15	-1	6	-1	8	-6	0	-20
Cc1noc(NS(=O)(=O)c2ccc(NC(=O)CSc3ncccn3)cc2)c1C	0	6	-1	11	5	-22	-12	3	-6	-2	22
CCN(CC)c1ccc(NC(=O)CN2CCN(c3ccccc3F)CC2)cc1	-32	17	-18	6	0	-19	-1	5	-12	7	26
O=C1NCCCN1C1OC(CO)C(O)C1O (stereo not drawn)	11	3	-10	-6	1	4	-3	-1	-6	-21	-9
Cc1nc2ccccc2c(=O)n1/N=C/c1cn[nH]c1-c1ccccc1	-12	24	-18	-1	nt	-3	-18	-4	0	nt	9
OCCCn1c(CCNc2nc(-c3ccc(Cl)cc3)cs2)nc2cc(C(F)(F)F)ccc21	4	-10	-23	2	-2	-5	8	-16	-2	-1	-25
CCOC(=O)CC(=O)CSc1ncnc2c1oc1ccccc12	-2	0	-65	57*	1	-13	1	-10	-32	3	-5
COc1ccc(CN(C)C(=O)/C=C/[C@H]2O[C@@H](n3cnc4c(N)ncnc43)[C@H](O)[C@@H]2O)cc1OC	6	-24	4	nt	nt	-15	-22	-9	-3	nt	5
NC(=O)[C@@H]1CCCN1C(=O)[C@@H](Cc1cnc[nH]1)NC(=O)[C@@H]1CCC(=O)N1	16	-16	9	1	-3	-26	-16	0	3	-4	2
O=C(COC(=O)C1CCCCC1)Nc1ccc([N+](=O)[O-])cc1	13	0	-2	16	-5	-18	7	0	1	2	21
Cc1ccc(C(=O)N(CC(=O)NC2CCCCC2)c2ccccc2C)s1	0	13	-25	-4	6	-9	-28	-2	-3	6	24
Cc1ccc(Cn2ccc(NC(=O)c3cc(-c4ccc(F)cc4)on3)n2)cc1	4	11	-21	13	-2	31	-13	2	-4	-3	19
Cc1cc2cc(CNC(=O)NC3CCCCC3)ccc2n1C	9	-7	-16	-5	-4	-4	9	-10	3	-7	16
N#Cc1cc2c(nc1SCc1ccccc1)CCCC2	3	-21	-9	0	-4	-11	4	-10	-23	5	-9

(continued)
SMILES	SRC3 inh	NR2F2 inh	SRC1 inh	Vif inh	LMP1 NFkB inh	NCOA2 inhibitor	C8 TRAIL sens	NOD2 RIPK2 PPI	TROY NFkB inh	TLR9-MyD88 block	NR5A2 inv ag
CCOC(=O)c1c(N)nn(C(=O)c2ccccc2)c1-c1ccccc1	2	1	11	11	1	-5	-3	-1	-13	-12	3
Cc1nn(C)c(Oc2cccc(C(F)(F)F)c2)c1C#N	-4	-4	0	3	3	-15	-7	-10	2	20	-13
OC[C@@H]1CN(Cc2ccc(F)cc2)C[C@H](n2cnc3c(Nc4ccccc4)ncnc32)O1	-8	7	-13	nt	nt	-6	-10	5	-2	nt	9
CCOC(=O)[C@H]1[C@H]2COc3ccc(Br)cc3[C@@H]2N2C(=O)CN(CC3CCCO3)C(=O)[C@@]12C (stereo partly drawn)	0	2	-7	-1	-8	-5	26	3	4	5	-20
C/C(=N/O)c1cccc(N2Cc3ccccc3C2)c1	-7	-29	-11	0	-1	-60	8	-14	0	-13	-10
CC(=O)c1ccc(Nc2nc(-c3ccccc3)nc3ccccc23)cc1	13	3	-3	-11	2	-15	-8	0	16	-5	9
CCNS(=O)(=O)c1ccc(OC)c(C(=O)NC2CCCCC2)c1	19	nt	-12	-4	-13	nt	-6	-10	-8	3	5
COCCNC(=O)C1(C)CCN(C(=O)c2sccc2C)C1 (stereo not drawn)	3	1	-21	-11	nt	-23	1	5	-9	nt	1
CC(Sc1nnc(-c2ccc(OC(F)F)cc2)o1)C(=O)NCC1CCCO1 (stereo not drawn)	17	-15	-12	4	-2	-20	-6	-5	-28	3	-8
Cc1noc(C)c1NC(=O)N(C)C[C@H]1OCCCC[C@@H](C)Oc2ccc(NC(=O)c3ccccc3)cc2C(=O)N([C@H](C)CO)C[C@@H]1C	1	-6	6	nt	-8	-19	-3	8	11	-8	11
O=C(Cn1cnc([N+](=O)[O-])n1)NCCc1ccccc1	-1	-10	-48	2	-9	-22	10	-18	-33	nt	-5
COc1cccc(CN2CCN(Cc3ccc(OC)c(OC)c3)CC2CCO)c1 (stereo not drawn)	7	5	-9	16	8	15	13	-4	2	2	7
CN(CCOc1ccccc1)C(=O)C1CCN(C(=O)c2ccc(Cl)cc2)CC1	-9	10	-5	3	7	-11	-13	-4	2	-1	-48
O=C(Nc1cccc(S(=O)(=O)N2CCOCC2)c1)c1ccc(=O)[nH]c1	4	9	1	17	9	-2	-14	10	4	0	-25
Cc1ccc(Cl)cc1NC(=S)N/N=C/c1cccc2ccccc12	19	-11	6	19	13	10	20	-5	21	-2	28
Cc1cc(C)cc(S(=O)(=O)Cc2noc(C(=O)NCc3ccccc3)c2C(=O)NCc2ccccc2)c1	-2	-3	-18	1	-11	-4	-9	1	-6	-5	-11
COc1ccc(C2=CC(=O)OC3(CCCC3)O2)cc1	21	-13	-2	7	-1	-7	2	-11	8	3	51
Cc1ccc(CN2CCNC(=O)C2CC(=O)N(C)C(C2CC2)C2CC2)o1 (stereo not drawn)	3	-12	5	0	-6	-18	-8	-5	0	-1	-6
COc1ccccc1N1CCN(C(=O)c2cc3cc(F)ccc3[nH]2)CC1	6	5	0	-3	-1	-8	21	2	-6	-1	9
Cc1ccc(NS(=O)(=O)c2cc(NC(=O)c3ccc4c(c3)NC(=O)CS4)ccc2C)c(C)c1	19	13	19	-29	7	10	16	-7	64*	3	3
